H1N1 NS1A inhibition – H1N1 influenza NS1A inhibitors, functional cell based assay (AID 504329). NS1A functional cell-based assay, percent inhibition; higher % means a stronger effect. one-dose inhibition, % at 12.5 µM; IC50 in µM for titrated hits. actives 0.3% (n = 340,000); in the data active = a potency from the dose series; inconclusive = inhibition above about 27% without an active follow-up result; also: strong numbers were not always called active
VEEV TC-83 Vero – inhibitors of VEEV TC-83 cytopathic effect, confirmation, Vero cells (AID 588727); Vero cells, VEEV TC-83 cytopathic effect inhibition; higher % means a stronger effect; inhibition, % at 20 µM, or IC50 in µM where a hit was titrated; actives 0.13% (n = 350,000); in the data active = a potency from the dose series; inconclusive = inhibition mostly from about 14% at the one dose, without a potency; inactive = the rest, 99 in 100 with inhibition below about 12%; also: strong numbers were not always called active
H37Rv inhibition – M. tuberculosis growth inhibition, HTS (AID 449762) | M. tuberculosis H37Rv growth inhibition, 7H9 media; higher % means a stronger effect | inhibition, % at 25 µM; hits with a dose series show IC50 in µM | actives 0.59% (n = 330,000); in the data active = a potency from the dose series; inconclusive = inhibition above about 70% without an active follow-up result;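 also: bacterial growth assessed after seven days of incubation; strong numbers were not always called active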
PhoP GFP inhibition – PhoP regulon inhibitors, Salmonella typhi PhoP promoter GFP reporter, confirmatory (AID 1850). Salmonella Typhi PhoP-promoter GFP reporter, fluorescence, 4 h; higher % means a stronger effect. inhibition, % at 50 µM; hits with a dose series show IC50 in µM. actives 0.33% (n = 310,000); in the data active = a potency from the dose series; inconclusive = inhibition mostly from about 25% at the one dose, without a potency; inactive = the rest, 99 in 100 with inhibition below about 19%;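 also: 0% = induced wells with vehicle and 100% = uninduced wells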
M. tuberculosis – growth inhibition of non-replicating M. tuberculosis (AID 488890) | Mycobacterium tuberculosis non-replicating, growth inhibition; higher % means a stronger effect | inhibition, % at 25 µM; hits with a dose series show IC50 in µM | actives 0.39% (n = 320,000); in the data active = a potency from the dose series; inconclusive = inhibition mostly from about 82% at the one dose, without a potency; inactive = the rest, 99 in 100 with inhibition below about 76%;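 also: plate controls were DMSO cells for no effect and high antibiotic wells for full effect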
VEEV TC-83 Vero 10K pilot screen – further read-out of VEEV TC-83 Vero, marked with its call; inhibition, %; measured here: 10K pilot screen inhibition
* = called active by the depositor; i = inactive; ? = inconclusive; . = no result given.

SMILES	H1N1 NS1A inhibition	VEEV TC-83 Vero	H37Rv inhibition	PhoP GFP inhibition	M. tuberculosis	others
O=C(COC(=O)CSc1ccc([N+](=O)[O-])cc1)NCC1CCCO1 (centres undefined)	-8%	2.1%	3%	1%	47%
O=C(O)c1cccc2c1-c1ccc(Cl)cc1C2	3%	1.7%	.	.	.
CCOC(=O)c1cc(CC)sc1/N=C/c1c(O)ccc2ccccc12	17%	9.2%	9%	-23%	?
CC[C@@H](C)CN1C(=O)N[C@@H](c2ccccc2)C(C(C)=O)=C1C	15%	0.4%	-4%	-2%	4%
CC(=O)Nc1ccccc1NC(=O)c1ccc(C)cc1C	.	1.3%	-7%	-12%	-2%
O=c1[nH]c(N2CCOCC2)nc2ccccc12	19%	i	6%	0%	7%
COc1cc(NC(=O)c2ccc([N+](=O)[O-])o2)ccc1NC(=O)c1cccs1	15%	1.8%	30%	1%	44%
CC(C)CNC(=O)CN(C1CCCCC1)S(C)(=O)=O	0%	0.4%	-7%	2%	6%
Cc1cccc(CNC(=O)C(C)n2nc(C)c3c(C)n(-c4ccccc4)nc3c2=O)c1 (centres undefined)	-1%	i	8%	1%	18%
CN1C2C=C(N(CCc3ccccc3)C(=O)c3ccc(Cl)cc3)CC1CC2 (centres undefined)	-9%	0.5%	-2%	5%	2%
CC1C(=O)CCN(C(C)C)C1C (centres undefined)	-24%	0.6%	4%	1%	6%
COc1cccc(-n2cc3c(=O)n(C)c(=O)n(C)c3c2)c1	-5%	4.3%	5%	-14%	11%
CCN(CC(=O)NC1CCS(=O)(=O)C1)c1ccc([N+](=O)[O-])cc1C#N (centres undefined)	8%	2.2%	2%	.	-1%
CC(=O)Oc1ccc2ccccc2c1C(NC(=O)Cc1ccccc1)c1ccc(Cl)cc1 (centres undefined)	0%	11%	8%	-16%	51%
Cc1ccc(Sc2ccc(NC(=O)c3ccc(S(C)(=O)=O)cc3Cl)cc2)cc1	3%	i	-1%	-4%	0%
Cc1ccc(NC(=O)CN(C)C(=O)C(c2ccccc2)c2ccccc2)cc1	-8%	6.4%	3%	.	29%
Cc1ccc([C@H]2C(C(=O)O)=CC[C@@H](c3ccc(C)cc3)N2S(=O)(=O)c2ccc(C)cc2)cc1	4%	1.8%	1%	.	48%
CCOC(=O)Cc1csc(NC(=O)c2ccc(Br)cc2)n1	-3%	0.7%	0%	0%	38%
COc1ccc(C(=O)C2CCCN(S(=O)(=O)c3ccc(C(C)=O)cc3)C2)c(C)c1 (centres undefined)	-11%	i	2%	8%	36%
Cc1cccc(/C=C/c2onc(C)c2S(=O)(=O)N2CCC(C(=O)NC(C)(C)C)CC2)c1	1%	1.0%	-15%	-15%	-13%
Cc1cc(NC(=O)CSc2ccccn2)no1	2%	2.8%	5%	0%	11%
C/C=C1\NC(=O)[C@@H](NC(=O)[C@H](CCc2ccc(O)cc2)NC(=O)[C@H](C)NC(=O)[C@H](O)CO)[C@@H](C)OC(=O)[C@H](C(C)C)NC(=O)[C@H](Cc2ccc(O)cc2)N(C)C(=O)[C@H](Cc2ccccc2)N2C(=O)C(CC[C@H]2O)NC1=O (some centres undefined)	-8%	1.4%	10%	.	?
CC[C@H](C)[C@H]1CNC(=S)N1CC1CCN(CCCCc2ccccc2)CC1	-13%	0.3%	.	.	.
COC(=O)c1ccc(C2C(Oc3ccc(OC)cc3)C(=O)N2CCc2ccc(F)cc2)cc1 (centres undefined)	-3%	i	2%	2%	-6%
COc1ccc(CNc2ccccc2)cc1Br	-5%	i	1%	-5%	0%
CCc1cc(C(=O)NNC(=S)Nc2cccc(C)c2)cs1	-2%	2.5%	12%	11%	34%
COc1cc(N2CCOCC2)ccc1/C=C1\C(=O)NC(=O)N(C2CCCCC2)C1=O	2%	1.3%	4%	-1%	13%
CC(C)(C)c1ccc(C(=O)NNC(=O)CCc2ccccc2)cc1	.	1.0%	3%	9%	-10%
CCn1c(CCCOc2ccc(Cl)cc2Cl)nnc1SCC(=O)Nc1cccc(F)c1	19%	2.4%	-6%	-19%	8%
Cc1ccc(-n2c(=S)[nH]c3sc4c(c3c2=O)CCC4)cc1	7%	0.2%	-6%	6%	-15%
COc1ccc(CCNC(=S)N2CCN(S(=O)(=O)c3ccccc3F)CC2)cc1	-8%	6.4%	-4%	-9%	15%
CCOc1ccc(N(C)S(=O)(=O)c2ccc(C)c(C(=O)N3CCN(Cc4ccc5c(c4)OCO5)CC3)c2)cc1	16%	4.5%	-6%	.	34%
C=CCOc1ccc(/C(O)=C2\C(=O)C(=O)N(CCOC)C2c2cccnc2)cc1 (centres undefined)	6%	i	-8%	15%	-12%
CCC1(C)Cc2ccccc2-c2nc(NCCO)n(-c3ccc(C)cc3)c(=O)c21 (centres undefined)	2%	9.3%	-7%	-1%	10%
C=CCN1N=C(/C=C/c2ccc(C)cc2)CCC1=O	1%	2.2%	3%	-1%	3%
CC1CCN(S(=O)(=O)c2ccc(NC(=O)c3ccccc3F)cc2)CC1	11%	0.6%	2%	2%	26%
O=C(C1=NN[C@@H]2C(=O)N(c3cccc(F)c3)C(=O)[C@H]12)c1ccc2ccccc2n1	8%	0.3%	3%	-3%	-2%
COc1cccc(N2CCN(C(=O)CCSCc3ccccc3F)CC2)c1	6%	7.2%	6%	-1%	57%
COc1cccc(-c2nc(CS(=O)CC(=O)NCc3ccc4c(c3)OCO4)c(C)o2)c1 (centres undefined)	27%	1.3%	-5%	-5%	17%
CCN(CC)S(=O)(=O)c1ccc2c(c1)C(=NO)c1cc(S(=O)(=O)N(CC)CC)ccc1-2	-4%	i	-5%	5%	19%

An excerpt from above in order of number of heavy atoms, smallest number first:
SMILES	H1N1 NS1A inhibition	VEEV TC-83 Vero	H37Rv inhibition	PhoP GFP inhibition	M. tuberculosis	others
C=CCN1N=C(/C=C/c2ccc(C)cc2)CCC1=O	1%	2.2%	3%	-1%	3%
CCc1cc(C(=O)NNC(=S)Nc2cccc(C)c2)cs1	-2%	2.5%	12%	11%	34%
CCC1(C)Cc2ccccc2-c2nc(NCCO)n(-c3ccc(C)cc3)c(=O)c21 (centres undefined)	2%	9.3%	-7%	-1%	10%
CCn1c(CCCOc2ccc(Cl)cc2Cl)nnc1SCC(=O)Nc1cccc(F)c1	19%	2.4%	-6%	-19%	8%
C/C=C1\NC(=O)[C@@H](NC(=O)[C@H](CCc2ccc(O)cc2)NC(=O)[C@H](C)NC(=O)[C@H](O)CO)[C@@H](C)OC(=O)[C@H](C(C)C)NC(=O)[C@H](Cc2ccc(O)cc2)N(C)C(=O)[C@H](Cc2ccccc2)N2C(=O)C(CC[C@H]2O)NC1=O (some centres undefined)	-8%	1.4%	10%	.	?

(next part)
SMILES	H1N1 NS1A inhibition	VEEV TC-83 Vero	H37Rv inhibition	PhoP GFP inhibition	M. tuberculosis	others
O=C(NC1(Cc2ccccc2)CCN(CCc2cccs2)C1=O)c1ccccc1 (centres undefined)	-8%	9.5%	8%	.	19%
CC(C)(C)C1N=C(c2ccc3ccccc3c2)OC1=O (centres undefined)	0%	3.0%	-1%	.	2%
CC(=O)Nc1ccc(-c2cn3c(n2)SCC3)cc1	26%	0.1%	-7%	-9%	-9%
COc1ccc(C2C(C(=O)NCCCN3CCOCC3)c3ccccc3C(=O)N2c2ccc(OC)cc2)cc1 (centres undefined)	-6%	i	-1%	8%	6%
COc1ccc(S(=O)(=O)N2CCC(NC(=O)c3ccccc3)CC2)cc1	-1%	0.9%	-3%	2%	-9%
Cc1nn(-c2ccccc2)c(Cl)c1/C=N\NC(=O)c1cnccn1	-7%	0.6%	0%	-9%	0%
Cc1cccc(C)c1-n1c(SCC(=O)N2CC(=O)Nc3ccccc32)nc2ccccc2c1=O	6%	10%	2%	-10%	44%
COc1ccccc1CCC(=O)N1CCN(S(=O)(=O)c2cc(C(F)(F)F)ccc2Cl)CC1	-8%	4.2%	-1%	.	3%
CCOC(=O)COc1c(Cl)cc(/C=C2\N=C(C)OC2=O)cc1OC	2%	0.9%	1%	0%	-5%
COC(CN(C)S(=O)(=O)c1cc2c3c(c1)CCN3C(=O)CC2)OC	7%	i	5%	5%	-1%
CCOC(=O)c1c(NC(=O)/C=C/c2ccc3c(c2)OCO3)sc(C)c1CC	-27%	4.3%	0%	-6%	-4%
CC(=O)c1ccccn1	-8%	0.3%	-4%	-10%	1%
COc1cccc(C2=NOC(C(=O)Nc3cc(C)on3)C2)c1 (centres undefined)	2%	6.8%	9%	-12%	4%
Cc1ccc(C)c(N(CC(=O)NC2CCCC2)C(=O)CCCC(=O)Nc2ccccn2)c1	-18%	11%	.	.	.
COc1ccc(-c2ccc3nnc(SCC(=O)N4CCCC4)n3n2)cc1	-5%	0.6%	8%	2%	-4%
CC(=O)OC1C(O)C(C)OC(OC2C(OC(=O)C3CCC4C(C3)OC3(CC(OC(=O)/C=C/c5ccccc5)C(C)CO3)C43CO3)OC(C)C(O)C2OC(C)=O)C1O (centres undefined)	-23%	8.3%	.	.	.
O=C(Cc1sc(-c2ccccc2)nc1-c1ccccc1)Nc1ccccc1	-13%	3.2%	6%	0%	-5%
Cc1ccc(C(=O)OCC(=O)N2CCCc3ccccc32)cc1C	-1%	10.0%	.	.	.
COc1ccc(S(=O)(=O)Nc2cccc3c2O[C@H](CN(C)C(=O)Nc2c(C)noc2C)[C@@H](C)CN([C@H](C)CO)C3=O)cc1	-16%	3.3%	-4%	.	-3%
CCOC(=O)C1=NN(c2ccccc2)C2(S1)SC(C(C)=O)=C(C)N2c1ccccc1 (centres undefined)	-10%	6.6%	-14%	-17%	11%
Cc1nn(-c2c(Cl)cc(Cl)cc2Cl)c(=O)c2ccccc12	5%	7.4%	-10%	3%	24%
CC(=O)Nc1ccc(-n2cc(-c3ccccc3)[nH]c2=S)cc1	16%	0.4%	-6%	-6%	-25%
CC1Oc2ccccc2N(CC(=O)NCCN2CCOCC2)C1=O (centres undefined)	-3%	i	0%	2%	-11%
Cc1cccnc1NC(=O)CNC(=O)COc1ccccc1	-8%	1.3%	-8%	5%	-20%
O=C(/C=C/c1ccccc1Cl)N(Cc1cccs1)C1CCS(=O)(=O)C1 (centres undefined)	10%	7.8%	1%	4%	18%
N#C/C(=C/c1ccc(F)cc1)c1nnc(NC(=O)c2ccccc2)s1	-1%	i	-4%	14%	0%
COC(=O)[C@]1(Cc2ccccc2)N[C@H](CN(C)S(=O)(=O)c2ccc(OC(F)(F)F)cc2)[C@@H]2C(=O)N(Cc3ccccc3)C(=O)[C@@H]21	-12%	0.4%	4%	.	6%
CCCNC(=O)CC(NS(=O)(=O)c1ccc(OC)cc1)c1ccco1 (centres undefined)	1%	0.4%	3%	18%	-13%
Cc1onc(-c2ccccc2)c1CNC(=O)Nc1ccccc1	-2%	i	0%	5%	-12%
C=CCO/N=C(/CCC)C1=C(N)CC(C)(C)CC1=O	-4%	1.2%	-3%	3%	-3%
COc1cc(/C=N/NC(=O)c2cc(-c3ccccc3)nc3ccccc23)ccc1O	24%	i	-5%	-5%	-9%
CC(C)CC(NC(=O)C1CCC(C)CC1)C(=O)NCc1cccnc1 (centres undefined)	-15%	i	3%	-15%	7%	VEEV TC-83 Vero 10K pilot screen=1.2
CC(C)(C)NC(=O)NCc1ccco1	-3%	2.4%	2%	4%	-13%
COc1cc2nc(N(CCCN(C)C)C(=O)c3ccc(S(=O)(=O)N4CCc5ccccc5C4)cc3)sc2cc1OC	4%	9.6%	-5%	13%	18%
O=C(c1csc2ccccc12)N1CCN(c2ccccn2)CC1	15%	3.7%	3%	-3%	8%
COc1ccc(CCNC(=O)CN(c2cc([N+](=O)[O-])ccc2OC)S(C)(=O)=O)cc1	-5%	0.6%	-5%	-4%	-2%
O=C(NCN1C(=O)C2C3C=CC(C3)C2C1=O)Nc1nccs1 (centres undefined)	9%	0.2%	0%	-10%	-19%
Cc1nn(Cc2ccccc2)c(N)c1-c1ccccc1	7%	0.9%	-4%	15%	-2%
COc1ccc(C(=O)NC2CC3CCCC(C2)N3Cc2ccccc2)cc1 (centres undefined)	-13%	2.2%	5%	2%	19%
COc1ccc(CSc2nnc(N)s2)cc1F	5%	2.1%	8%	-2%	7%
O=C1CCC(C(=O)N2CCC(O)(c3ccccc3)CC2)CN1CCc1ccccc1 (centres undefined)	-11%	1.6%	-12%	-7%	-14%
Cc1c(Br)c([N+](=O)[O-])nn1CC(=O)N1CCN(Cc2ccccc2)CC1	-1%	i	8%	6%	-6%

Bioassay records: PubChem BioAssay, Southern Research Specialized Biocontainment Screening Center
